# Bioassay records deposited in PubChem BioAssay by Broad Institute.
# RAD52 inh = blocks human RAD52 DNA annealing. hit rate 0.46% among 360,000. recombinant RAD52 DNA annealing, FRET fluorescence. P43351. inhibition, % at 18.7 µM;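 active = every replicate showing at least 50% inhibition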
# Target sequence (P43351 whole entry, looked up): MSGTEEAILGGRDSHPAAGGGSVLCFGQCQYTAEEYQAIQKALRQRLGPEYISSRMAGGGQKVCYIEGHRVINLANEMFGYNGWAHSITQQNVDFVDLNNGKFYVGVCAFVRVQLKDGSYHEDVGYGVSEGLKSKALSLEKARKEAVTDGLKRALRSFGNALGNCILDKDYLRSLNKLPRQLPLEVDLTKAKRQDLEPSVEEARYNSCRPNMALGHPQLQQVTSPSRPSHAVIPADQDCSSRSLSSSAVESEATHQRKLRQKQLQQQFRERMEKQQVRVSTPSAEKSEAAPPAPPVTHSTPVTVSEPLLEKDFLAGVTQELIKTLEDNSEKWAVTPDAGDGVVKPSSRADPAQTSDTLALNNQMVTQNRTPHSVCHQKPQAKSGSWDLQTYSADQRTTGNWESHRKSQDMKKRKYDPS
# esBAF inh = blocks esBAF chromatin remodeling in mouse ES cells. hit rate 2% among 350,000. Bmi1-luciferase knock-in reporter, 24 h; 100% = twice the neutral-well signal. reporter increase, % at 12.5 µM; in the data active = activation above about 40%;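 note: 0% = median of the plate's neutral control wells and 100% = double that signal; a rise in the Bmi1 reporter signal indicates esBAF inhibition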
# RAD54 inh = inhibitors of human RAD54 branch migration. RAD54 Holliday junction branch migration, FAM/BHQ fluorescence. hit rate 0.14% among 360,000. AID 602329. Q92698. inhibition, % at 10.4 µM;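 active = mean normalized replicate activity at least 40 and at least half of replicates scoring 40 or more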;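 note: 0% = median of neutral control wells and 100% = median of positive control wells; inhibitors cause a drop in the FAM fluorescence signal; in these data hits start at about 50%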
# CFTR F508del cor = correctors of CFTR F508del function in bronchial epithelial cells; AID 720511; CFBE cells, YFP halide quenching; stimulated with forskolin plus potentiator P3; % fluorescence drop versus neutral controls; activity (quench increase), % at 7.58 µM; hit rate 0.36% among 350,000;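 active = mean added fluorescence quench of at least 8% versus neutral control, with both replicates also reaching 8%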;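 note: cells transiently co-express mutant CFTR-F508del with the halide-sensitive YFP; corrector assay measuring rescue of mutant channel to the surface after 24 h compound exposure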
# ERAP1 inh = inhibitors of human ERAP1 aminopeptidase | Q9NZ08 | recombinant ERAP1, Leu-AMC fluorescence, 60 min | inhibition, % at 10.7 µM | hit rate 0.15% among 340,000 | AID 652197;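 active = mean replicate inhibition of at least 30%, or all replicates individually reaching that 30% level; inactive = mean below 30% and not every replicate reaching it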;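 note: 0% = neutral control wells and 100% = L-leucinethiol positive control wells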
# ARNT TACC3 PPI = disruptors of human ARNT/TACC3 interaction. AlphaScreen His-ARNT PAS-B/GST-TACC3 binding, luminescence; TACC3 fragment carries E629A point mutation. AID 623870. hit rate 0.66% among 390,000. inhibition, % at 9.99 µM;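 active = mean inhibition of replicates at least 50% and at least half of replicates each reaching 50%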;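 note: 0% = complete ARNT plus TACC3 wells and 100% = ARNT alone without TACC3; many hits fall short of the cut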
# GSIS activator = primary screen for activators of insulin secretion dependent on glucose, INS-1E cells, GLuc reporter luminescence | INS-1E GLuc reporter insulin secretion, 2-3 h | activation, % at 16.6 µM | hit rate 0.61% among 370,000 | AID 743287;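 active = lowest replicate activation of at least 40%, so every replicate reaches that level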;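 note: 0% = median of neutral control wells and 100% = median of IBMX positive control wells; some compounds called inactive have numbers as strong as hits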
# XiGFP reactiv = reactivates the inactive X chromosome in mouse fibroblasts; XiGFP mouse fibroblasts, % GFP-positive cells imaging, 3 d; cells co-treated with 5-aza-dC sensitizer; scaled so ellipticine positive control = 100%; activation, % at 7.58 µM; hit rate 0.055% among 360,000;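 active = mean normalized replicate activation at least 10% and every replicate at or above 10%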;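 note: 0% = median of on-plate neutral control wells and 100% = ellipticine 6 µM median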
#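 Material: SV40-immortalized XiGFP fibroblast cells, line 68-5-11 | Buffer or medium: DMEM containing 5-aza-dC | Dosing: One concentration, pinned | Times: 3 d treatment, 15 min room-temperature fixation | Controls: Ellipticine 6 µM positive control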
# The depositor's hits bear a star; · = not tested or not shown. An unsorted share of the library. Share with any hit: about 3.3%.
no.	Structure	RAD52 inh	esBAF inh	RAD54 inh	CFTR F508del cor	ERAP1 inh	ARNT TACC3 PPI	GSIS activator	XiGFP reactiv
1	COC(=O)[C@H](Cc1ccccc1)NC(=O)Nc1ccc(OC)cc1	-4	·	·	2.7	7	-1	11	0.0
2	CN1CCN(C(=O)C[C@@H]2CC[C@@H]3[C@H](COc4ccc(NC(=O)C5CCOCC5)cc4C(=O)N3C)O2)CC1	3	0	0	·	-2	-6	-3	0.0
3	Cc1ccccc1CN(C)C[C@@H]1OCc2cn(nn2)CCCC(=O)N([C@H](C)CO)C[C@H]1C	4	-4	-6	-0.4	2	-6	-4	0.3
4	Cc1ccc(S(=O)(=O)N(CC(=O)NCCSc2ccccn2)c2ccc(C)c(C)c2)cc1	-10	·	0	·	-5	0	·	-0.1
5	O=C(/C=C/c1ccccc1[N+](=O)[O-])N1CCCCC1	-2	·	·	0.9	-4	·	-2	0.3
6	Cc1cc2oc(C(=O)N(Cc3cccs3)C3CCS(=O)(=O)C3)cc(=O)c2cc1Cl (stereo not given)	-10	·	9	-2.1	0	-4	3	0.3
7	C/C(=C\C(=O)c1ccc(Br)cc1)Nc1ccc(Cl)cc1	-7	6	2	-1.5	-1	·	-9	0.0
8	C[C@@H]1CCCCO[C@@H](CN(C)S(=O)(=O)c2cn(C)cn2)[C@H](C)CN([C@@H](C)CO)C(=O)c2cc(NC(=O)c3ccncc3)ccc2O1	-6	7	-5	-4.5	2	-10	7	-0.3
9	CCOC(=O)c1nn(C)c(C)c1Cl	-12	·	-2	-0.9	-5	-3	7	0.1
10	CSCC[C@H](NC(=O)N1CCn2c1nc1ccccc12)C(=O)NC1CCCCC1	-7	-3	-1	-0.7	-3	-3	-12	0.2
11	C/C=C/c1ccc(C2[C@H]3CNC[C@@H]2N3C(=O)NC(C)C)cc1 (stereo not given in full)	-9	·	·	-2.0	1	·	11	0.0
12	COCCN(C)C(=O)CC1C(=O)NCCN1CC(c1ccccc1)c1ccccc1 (stereo not given)	-16	·	·	2.1	-2	0	-1	-0.1
13	C[C@H](CO)N1C[C@H](C)[C@@H](CN(C)CC2CCCCC2)OCCCC[C@H](C)Oc2ccc(NS(=O)(=O)c3ccc(Cl)cc3)cc2C1=O	·	-2	0	1.3	·	-6	-11	0.4
14	COCC(=O)N1CCCC(C(=O)c2ccc(-c3ccccc3)c(F)c2)C1 (stereo not given)	-4	·	·	1.0	-3	0	-14	-0.1
15	COc1ccc(N(C(=O)Nc2ccc(Cl)cc2)C2=NCCC2)cc1	-7	22	-8	-2.9	-3	-5	-9	·
16	S=c1nc(-c2ccccc2)[nH]n1-c1ccccc1	·	6	1	·	·	-1	-6	·
17	Cn1c(=O)[nH]c(=O)c2c1nc(Br)n2CCSc1ncccn1	·	-5	5	·	·	-1	16	·
18	CCOC(=O)N1CCN(S(=O)(=O)c2ccc(OCC)cc2)CC1	-6	-1	4	1.2	4	2	-16	·
19	Cc1ccc(NS(=O)(=O)c2cccc(C(=O)Nc3cccnc3)c2)c(C)c1	-19	6	1	1.5	0	-3	-24	-0.1
20	CN1C(=O)[C@H](Cc2ccc([N+](=O)[O-])cc2)NC1=S	5	-1	-15	-0.1	-2	11	-4	0.0
21	COc1cc(S(=O)(=O)NCCN2CCOCC2)ccc1-n1cnnn1	-17	·	·	0.0	2	·	10	-0.1
22	C/C=C/c1ccc2c(c1)O[C@@H](CN(C)C(=O)Cc1ccncc1)[C@@H](C)CN([C@H](C)CO)S2(=O)=O	-10	2	-3	0.5	1	2	19	1.3
23	C[C@@H]1CN([C@H](C)CO)C(=O)c2cc(NS(=O)(=O)c3cn(C)cn3)ccc2O[C@H]1CN(C)C(=O)Nc1ccc2c(c1)OCO2	1	32	-6	-3.8	-1	-3	27	0.0
24	CC1=C(C(=O)Nc2ccccn2)C(c2ccc(Cl)cc2)NC(=S)N1 (stereo not given)	-22	44*	-6	-0.1	1	-8	-7	0.0
25	O=C(COC(=O)c1ccc(S(=O)(=O)N2CCOCC2)cc1)NCc1cccs1	-20	·	·	2.8	1	-8	-2	0.0
26	COc1ccccc1C#Cc1ccc([C@@H]2[C@H](CO)N3CCCCN(C(=O)C4CCCC4)C[C@@H]23)cc1	71*	·	-16	-3.8	1	13	·	·
27	Cc1cccc(Nc2nc(N)c([N+](=O)[O-])c(N3CCOCC3)n2)c1	-5	-3	2	0.8	7	6	·	0.1
28	C[C@@H]1CN([C@@H](C)CO)C(=O)c2cc(NS(=O)(=O)c3ccccc3)ccc2O[C@@H](C)CCCCO[C@H]1CN(C)Cc1ccc(C(=O)O)cc1	·	2	1	-0.7	·	-4	23	0.3
29	O=C1[C@@H]2[C@H](C(=O)N1Cc1cccnc1)[C@H]1C=C[C@@H]2C1	-9	-7	-8	1.2	1	11	3	·
30	CN(C)Cc1cn(CC[C@H]2CC[C@H](NC(=O)Nc3ccc4c(c3)OCO4)[C@@H](CO)O2)nn1	2	1	·	-0.8	·	·	-4	0.2

no.	Structure	RAD52 inh	esBAF inh	RAD54 inh	CFTR F508del cor	ERAP1 inh	ARNT TACC3 PPI	GSIS activator	XiGFP reactiv
31	C/C=C/c1ccc([C@H]2[C@@H](CO)N3C(=O)CN(C(=O)Nc4cccc(OC)c4)C[C@@H]23)cc1	17	·	·	-1.2	2	·	0	0.0
32	CC(C)(OC(=O)c1cccs1)c1cc2ccccc2c(=O)o1	·	0	6	-3.8	·	-1	3	0.0
33	COc1cccc(-c2ccc3c(c2)O[C@H](CN(C)C(=O)C2CCCCC2)[C@@H](C)CN([C@@H](C)CO)S3(=O)=O)c1	9	2	-2	3.0	4	0	-24	-1.1
34	Cc1cc(C)c2sc(N(CCCN(C)C)C(=O)c3ccc(S(=O)(=O)N(C)Cc4ccccc4)cc3)nc2c1	-35	-88	-2	0.0	3	-2	0	0.0
35	CS(=O)(=O)N1CCN(c2ccc(NC(=O)CSc3nnc(-c4ccco4)o3)cc2)CC1	2	·	·	2.2	1	-10	41	0.0
36	O=C1N/C(=C/c2ccco2)C(=O)N1Cc1ccccc1F	-57	·	·	·	7	-5	-21	0.1
37	CC1(C)Cc2cccc(OC(=O)NCCc3ccc(F)cc3)c2O1	-13	·	·	-0.9	·	·	1	0.1
38	COc1ccc(CC(=O)NNC(=S)Nc2ccccc2)cc1Cl	-5	4	·	-0.6	0	5	9	0.0
39	COc1cc(S(=O)(=O)NCCCn2ccnc2)ccc1F	6	-12	6	-0.7	2	-4	9	0.1
40	CCOC(=O)c1c(S(=O)(=O)NCC(=O)N2CCN(c3ccccc3)CC2)c(C)n(C)c1C	0	0	-5	-0.2	-1	-1	·	0.1
41	O=C(O)c1ccn2c(C(=O)c3ccc(Cl)cc3)c(-c3ccccc3)cc2c1	-15	·	-2	0.0	13	-5	-18	0.0
42	C[C@@H]1CN([C@H](C)CO)C(=O)c2cc(Br)cnc2O[C@H]1CN(C)CC1CCCC1	1	-8	6	-1.3	0	-7	-1	-0.8
43	CC1(C(=O)Nc2ccc(Cl)c(Cl)c2)CCN1C(=O)C1CCCCC1 (stereo not given)	1	4	-23	-1.3	0	·	-29	0.0
44	Cc1cccc(NC(=S)NC2CCSc3ccccc32)c1 (stereo not given)	-12	0	-5	0.3	6	-4	9	0.1
45	C[C@H](CO)N1C[C@H](C)[C@H](CN(C)S(=O)(=O)c2cccs2)Oc2c(NS(=O)(=O)c3ccccc3)cccc2C1=O	-2	-5	·	0.9	-3	·	16	-0.8
46	CCCN(C)C[C@H]1OCCCC[C@@H](C)Oc2ccc(NS(=O)(=O)c3cccs3)cc2C(=O)N([C@@H](C)CO)C[C@@H]1C	42	6	-5	1.2	2	7	-19	-0.3
47	CCS(=O)(=O)N1CCC2(CC1)CN(Cc1ccc3c(c1)OCO3)[C@H](CO)c1c2c2ccc(OC)cc2n1C	-12	·	·	2.1	-1	·	-2	-0.1
48	CC(C)n1cc(C(=O)N2CCCC(N3CCN(c4ccc(F)cc4)CC3)C2)cn1 (stereo not given)	0	-4	-21	-3.5	-3	2	4	0.0
49	CCCc1cc(C(=O)Nc2sc(C)c(CC)c2C#N)no1	9	7	-3	-2.1	8	·	·	0.0
50	COC(=O)Cc1ccc(OC(=O)c2cccc(S(=O)(=O)N3CCN(C)CC3)c2)cc1	-15	·	·	2.8	1	-2	0	0.1
51	Cc1ccc2[nH]c(=O)c(CN(C(=O)c3cccc([N+](=O)[O-])c3)C(C)C)cc2c1	-4	·	·	0.8	3	1	9	0.0
52	CNC(=O)c1c(NC(=O)CS(=O)(=O)c2ccccc2)sc(C)c1C	-8	·	·	3.3	-2	1	17	-0.1
53	COC(=O)/C=C1\S/C(=N/N=C/c2ccc(Cl)cc2)NC1=O	0	·	9	1.4	3	-3	-7	0.5
54	Cc1ccc(S(=O)(=O)Nn2c(C)nnc2-n2nc(C)cc2C)cc1	·	3	5	·	·	6	3	·
55	Cc1ccc(S(=O)(=O)N2CCC(C(=O)OCC(=O)N(C)c3ccccc3)CC2)cc1C	-9	-4	-4	-0.4	-6	16	-5	0.0
56	Cc1ccc(S(=O)(=O)NCCCN2CCCC2)cc1	-16	-2	-15	-2.9	0	5	2	0.1
57	CO[C@@H]1CN(C)C(=O)c2ccc(NC(=O)C3CCC3)cc2OC[C@@H](C)N(Cc2ccncc2)C[C@@H]1C	1	-7	1	1.0	0	-2	1	-0.1
58	CC(/C=N/NC(=O)Cn1nnc(N)n1)=C\c1ccc(C(C)C)cc1	-20	5	-1	0.5	2	4	-20	0.3
59	Cc1noc(C)c1NC(=O)N(C)C[C@H]1Oc2c(NS(C)(=O)=O)cccc2C(=O)N([C@@H](C)CO)C[C@H]1C	-2	-3	6	-3.2	0	·	-2	0.2
60	CCNCc1cc2cc(C)ccc2[nH]c1=O	-29	9	-1	-0.1	3	11	9	·

no.	Structure	RAD52 inh	esBAF inh	RAD54 inh	CFTR F508del cor	ERAP1 inh	ARNT TACC3 PPI	GSIS activator	XiGFP reactiv
61	Cc1ccc(S(=O)(=O)N(C)C[C@H]2OCCCC[C@@H](C)Oc3ccc(NC(=O)C4CCCCC4)cc3C(=O)N([C@H](C)CO)C[C@@H]2C)cc1	·	-1	5	1.5	·	0	-9	-1.2
62	CCOC(=O)N1CCN(Cc2cn[nH]c2-c2cccc3ccccc23)CC1	-7	6	·	1.3	1	-1	5	0.0
63	Cc1noc(C)c1NC(=O)Nc1cccc2c1O[C@H](CN(C)S(=O)(=O)c1ccc(Cl)cc1)[C@H](C)CN([C@H](C)CO)C2=O	-5	6	8	1.7	6	-1	-2	0.1
64	Cn1cnc(S(=O)(=O)N[C@H]2C=C[C@@H](CC(=O)N3CCN(c4ccccc4)CC3)O[C@@H]2CO)c1	-91	-5	-7	-0.8	-2	6	6	0.9
65	Cc1cc(NS(=O)(=O)c2ccc(OCCNS(C)(=O)=O)cc2)no1	-6	0	2	-0.9	-3	-10	5	·
66	CO[C@H](CN(C)Cc1nccs1)[C@H](C)CN([C@@H](C)CO)S(=O)(=O)c1ccc(F)cc1	-4	-4	6	2.1	-1	-3	5	0.1
67	COc1cc(CN2CCN(c3ncc(Cc4ccccc4)cn3)CC2)cc(OC)c1	11	·	·	0.5	2	·	·	0.3
68	C[C@H](CO)N1C[C@H](C)[C@@H](CN(C)Cc2ccc(Cl)c(Cl)c2)OCc2ccccc2-c2ccccc2C1=O	16	·	·	-1.4	-3	·	16	-0.6
69	C[C@@H]1CN([C@H](C)CO)C(=O)CCCn2cc(nn2)CO[C@@H]1CN(C)Cc1ccccc1	·	6	·	1.2	·	·	7	0.3
